# Screening data as filed in PubChem.
# GAA glycogen – GAA glycogen-cleavage inhibition or activation; P10253; recombinant GAA, glycogen substrate, Amplex Red glucose oxidase fluorescence; AID 2100; hit rate 0.38% among 300,000; Potency, µM (series often up to 76.4 µM), for the others: at the highest dose activity change, negative = inhibition, actives largely listed as inhibitors; active means well fitted inhibition curve with a large enough effect;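 further: 0% = full enzyme reaction and -100% = no-enzyme basal signal; the screen sought inhibitors and activators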
#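 qHTS, 1536-well; enzyme 4 nM final; cpd up to 77 uM; substrate bovine liver glycogen 30 ug; 50 mM citrate/phosphate pH 5.0, 0.01% Tween-20; 37 C, 40 min; Amplex Red detection 45 min RT; Hill fit → AC50.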
# The depositor's hits bear a star; & = joins results of further samples; [ ] = dose if it differs, or a comment. Potency means the concentration at half of the fitted maximal effect.
smiles | GAA glycogen
CC1=C(C(=O)OC2CCCCCC2)C(c2ccccc2Cl)CC(=O)N1 (stereo not drawn) | 2.5%[76.3 µM]
Cc1ccc(CN(C)C(=O)C2CCC(=O)N(CCc3ccccc3)C2)o1 (stereo not drawn) | 6.8%[76.3 µM]
Cc1cccn2c(=O)c3cc(C(=O)N4CCCC(C)C4)sc3nc12 (stereo not drawn) | -19.5%
CNc1oc(-c2ccc(F)cc2)nc1S(=O)(=O)c1ccccc1 | -4.5%
CCN(C(=O)Cn1nc(Cc2cccnc2)c2ccccc2c1=O)c1cc(C)ccc1C | 12.8%[76.3 µM]
O=C(CN1C(=O)COc2ccc(S(=O)(=O)N3CCCCC3)cc21)NCCc1ccc(Cl)cc1 | 10.6%[76.3 µM]
O=C(O)CC(NC(=O)c1cccc(F)c1)c1ccc(OC2CCCC2)cc1 (stereo not drawn) | 6.6%
CC(C)NC(=O)C1CCN(C(=O)c2cnn(-c3ccccc3)c2-n2cccc2)CC1 | -6.8%[76.3 µM]
CN(C)CCCn1cnc2c(c1=N)C(c1ccccc1)c1ccc3ccccc3c1O2 (stereo not drawn) | -3.3%
O=C(CSc1nc2ccc(NC(=O)c3ccccc3C(=O)O)cc2s1)Nc1ccc(F)c([N+](=O)[O-])c1 | 9.0%
O=C(CCN1C(=O)[C@H]2CC=CC[C@H]2C1=O)NCc1nc(-c2ccc(Cl)cc2)no1 | -7.7%[76.3 µM]
COc1ccc(NC(=O)Cn2c(=O)n(-c3ccc(OC)cc3)c(=O)c3ccc(C(=O)NCc4ccc(C)cc4)cc32)cc1 | -1.1%[76.3 µM]
COc1ccc(NC(=O)CNC(=O)c2nn(-c3ccc(OC)c(Cl)c3)c(=O)c3ccccc23)c(OC)c1 | -1.2%
Cc1ccnc(Nc2nc(-c3ccc(O)cc3)cs2)c1 | -4.1%[76.3 µM]
Cn1ccs/c1=N\C(=O)Nc1cccc(C(F)(F)F)c1 | -5.0%
O=C(NCc1ccc(Cl)cc1)N1CCOCC1 | -4.2%[76.3 µM]
COC(=O)C1=C(C)N(Cc2ccccc2)C(=NCc2cccc(Cl)c2)N[C@H]1c1cccc(F)c1 | 10.1%[76.3 µM]
CCC(=O)c1ccc(OCC(O)CN2CCN(c3ccccn3)CC2)cc1 (stereo not drawn) | 18.2%[76.3 µM]
COc1cccc(-n2c(=O)c3sc4ccccc4c3n(CC(=O)NC3CCCCC3)c2=O)c1 | -11.2%[76.3 µM]
CC(C)(C)Nc1nc(-c2ccc3c(c2)CCN3C(=O)C2CC2)cs1 | -17.6%
Cc1cc(C)cc(OCC(=O)Nc2cc(NC(=O)COc3cc(C)cc(C)c3)cc(C(=O)O)c2)c1 | 15.4%[76.3 µM]
O=C(NC1CCN(S(=O)(=O)c2ccccc2)CC1)c1ccccc1 | 5.8%[76.3 µM]
COC(=O)c1c(NC(=O)CCl)sc(C(=O)N2CCOCC2)c1C | 3.2%
Cc1cc(C)c2c(=O)[nH]c(SCC(=O)Nc3ccc(Br)cc3)nc2n1 | -2.4%[76.3 µM]
Cc1cc(NCCCOC(C)C)n2c(nc3ccccc32)c1C#N | 10.8%[76.3 µM]
Cc1ccsc1C(=O)NCC(=O)OCc1ccccc1 | 0.1%[76.3 µM]
Cc1cccc(N(C)S(=O)(=O)c2cc3[nH]c(=O)c(=O)[nH]c3cc2C)c1 | 14.9%[76.3 µM]
COc1cccc(CNC(=O)CSc2nc3ccc(C)cc3[nH]2)c1 | 6.5%
COC(=O)c1ccc(NC(=O)CN2CCN(CCO)CC2)cc1 | 10.2%[76.3 µM]
CC(C)OCCCNC(=O)COCC(=O)Nc1ccc(OCCc2ccccc2)cc1 | -4.3%[76.3 µM]
CN(C)CCN(C(=O)c1ccc2ccccc2c1)c1nc2ccc(Br)cc2s1 | -13.2%[76.3 µM]
CCOC(=O)C1CCN(C(=O)c2cc3ccc(OC)cc3[nH]2)CC1 | 5.6%
Nc1c(-c2nc(-c3ccccc3)no2)nnn1CC(=O)Nc1ccccc1 | 1.5%[76.3 µM]
CC1(C)Cc2c(c(N3CCOCC3)nc3sc(C(=O)Nc4ccccc4)c(N)c23)CO1 | -7.7%[76.3 µM]
Cc1c(CNCCc2ccccc2)c(C(=O)O)c(C)n1-c1ccccc1 | -7.5%
CC(C(=O)NCc1ccccc1)N1Cc2ccccc2C1=O (stereo not drawn) | -1.6%[76.3 µM]
Cc1ccc(C(=O)N(Cc2ccco2)Cc2ccco2)cc1 | 17.2%[76.3 µM]
O=C(O)c1ccc(C(=O)O)c(C(=O)c2ccc(NC(=O)c3ccccc3)cc2)c1 | -4.2%
O=C(NC1CCN(S(=O)(=O)c2cccc(Cl)c2)CC1)C1CCCCC1 | -0.2%[76.3 µM]
Cc1ccc(NC(=O)CSc2nnc(-c3cc4occc4n3C)n2-c2ccccc2C)c(C)c1 | 5.5%[76.3 µM]
O=S(=O)(c1ccc(Cl)nc1)N1CCCCC1 | 3.1%[76.3 µM]
COc1ccc2[nH]c(=O)c(CN(C(C)=O)c3ccc(C)c(C)c3)cc2c1 | 14.5%[76.3 µM]
COc1ccc(NC(=O)c2cc(-c3ccc(F)cc3)no2)cc1OC | -5.9%[76.3 µM]
CC(=O)c1ccc(S(=O)(=O)N2CCCc3ccccc32)cc1 | 8.6%[76.3 µM]
Cc1cc(=O)n2[nH]c(C(F)(F)F)c(-c3ccccc3)c2n1 | 1.1%
CN1C(=O)Cc2cc(S(=O)(=O)N3CCN(c4ccccc4F)CC3)ccc21 | -9.7%[76.3 µM]
O=S1(=O)CCO[C@H]2Cc3ccccc3[C@H]2N1Cc1ccccc1Br | 3.8%[76.3 µM]
COc1ccc(CNc2ncc(-c3ccc(Cl)cc3)n2C)c(OC)c1OC | -16.4%[76.3 µM]
Cc1ccccc1NC(=O)c1ccc(C)c(S(=O)(=O)N2CCN(C)CC2)c1 | 0.3%[76.3 µM]
COc1cc(NC(=O)CN2C(=O)CSc3ccc(S(=O)(=O)N4CCCC4)cc32)cc(OC)c1 | -5.0%[76.3 µM]
COc1cccc(/C=N/NC(=O)CNC(=O)/C=C\c2ccccc2)c1O | 2.3%[76.3 µM]
CN(C)S(=O)(=O)N1CCc2ccc(NC(=O)c3ccc(C(F)(F)F)cc3)cc2C1 | -10.5%[76.3 µM]
Cc1cccc(C(=O)Nc2sc3c(c2C(=O)NCc2ccco2)CCCC3)c1 | -2.4%[76.3 µM]
Cc1ccc(NC(=O)CSc2nc3sc(C)cc3c(=O)n2C)cc1 | 15.5%
Cc1ccc(N2CCN(S(=O)(=O)c3nnc(NC(=O)c4ccc(C(C)C)cc4)s3)CC2)cc1 | 8.3%[76.3 µM]
Cc1ccc(OCC(=O)Nc2ccncc2)cc1 | 1.7%[76.3 µM]
CCC(=O)N1c2ccc(S(=O)(=O)N3CCN(c4ccccc4Cl)CC3)cc2CC1C (stereo not drawn) | -4.2%&2.7%[76.3 µM]
CCCn1c(SCC(=O)Nc2nnc(C)s2)nnc1C1CC1 | 1.5%[76.3 µM]
CCCC(=O)Nc1c(-c2ccc(C)cc2)c(=O)c2ccccc2n1C | 7.4%
Cc1ccc(NC(=O)N2CCC3(CC2)Oc2ccccc2C(=O)N3Cc2ccc(F)cc2)cc1 | -1.5%[76.3 µM]

# Additional results:
smiles | GAA glycogen
COCC1CCCCN1C(=O)C1CCN(c2nc(-c3ccccc3)nc3c2CCC3)CC1 (stereo not drawn) | 0.2%[76.3 µM]
Cc1ccc(-n2nc(CO)c(C(=O)NCCO)n2)cc1 | 15.5%[76.3 µM]
O=C(NCc1cccc(Cl)c1)c1ccc2c(c1)OCCO2 | -12.0%[76.3 µM]
Cc1ccc(N2CCN(C(=O)c3nn(C)c4c3CS(=O)(=O)c3ccccc3-4)CC2C)cc1 (stereo not drawn) | -10.3%&8.8%[76.3 µM]
COCCNC(=O)c1cccc(OC2CCN(Cc3ccc(C(C)C)cc3)CC2)c1 | 11.4%[76.3 µM]
Clc1cccc(-c2ccc(CNCc3ccccn3)o2)c1 | -4.5%[76.3 µM]
CC1(C)Cc2c(cnn2-c2ccc(F)cc2)C(NC(=O)Cn2cncn2)C1 (stereo not drawn) | -9.8%[76.3 µM]
CC(C)[C@H](NC(=O)[C@H](Cc1ccccc1)n1c(=O)[nH]c2ccccc2c1=O)C(=O)N1CCC[C@@H]1C(=O)O | 16.8%[76.3 µM]
Cc1ccc(-c2nc(C(=O)NCc3ccccc3Cl)c3n2CCCCC3)cc1 | 10.7%[76.3 µM]
O=C(NC1CCCCC1)C(c1ccncc1)N(C(=O)c1ccco1)c1ccc(F)cc1 (stereo not drawn) | 4.0%
S=C(NCc1ccccc1)NCc1ccccc1Cl | -10.6%[76.3 µM]
Cc1ccc2[nH]c(=O)c3cc(C(=O)NCCCN4CCC(C)CC4)sc3c2c1 | 12.3%[76.3 µM]
CCn1c2ccccc2c2cc(NC(=O)CNCc3ccccc3OC)ccc21 | 0.9%
CCN1C(=O)c2ccccc2Sc2ccc(NC(=O)N3CCN(c4cc(C)ccc4C)CC3)cc21 | 20.2%[76.3 µM]
CCC(C)NC(=O)c1ccc2c(c1)N(Cc1ccccc1)C(=O)c1ccccc1S2(=O)=O (stereo not drawn) | -10.9%[76.3 µM]
Cc1ccc(C(=O)NCCN2CCOCC2)cc1S(=O)(=O)N1CCCCC1 | -1.9%[76.3 µM]
CC1CCCCN1S(=O)(=O)c1ccc([N+](=O)[O-])cc1 (stereo not drawn) | 9.1%[76.3 µM]
COc1cccc(NC(=O)CN(C2=NC3CS(=O)(=O)CC3S2)c2cccc(C)c2)c1 (stereo not drawn) | 11.2%[76.3 µM]
COC(=O)c1ccc(Oc2ccc(S(=O)(=O)N3CCCCC3)cc2N)cc1 | -8.3%
Cc1nc2sccn2c(=O)c1S(=O)(=O)Nc1cc(C(F)(F)F)ccc1Cl | 7.0%[76.3 µM]
COc1cc2c(cc1OC)CN(c1ccc(F)cc1[N+](=O)[O-])CC2 | 8.8%
CN1CCc2nc3sc(C(=O)Nc4ccccc4C(F)(F)F)c(N)c3cc2C1 | -7.5%[76.3 µM]
CCOc1cc(CNC(=O)Cn2c(-c3cccs3)cc3cc(F)ccc32)ccc1OC | -4.8%[76.3 µM]
O=C(NCC1CCCO1)c1cc2c([nH]c3ccccc32)c(-c2cccc(Br)c2)n1 (stereo not drawn) | -13.9%[76.3 µM]

# In the list so far, four have bromine.
smiles | GAA glycogen
Cc1cc(C)c2c(=O)[nH]c(SCC(=O)Nc3ccc(Br)cc3)nc2n1 | -2.4%[76.3 µM]
CN(C)CCN(C(=O)c1ccc2ccccc2c1)c1nc2ccc(Br)cc2s1 | -13.2%[76.3 µM]
O=S1(=O)CCO[C@H]2Cc3ccccc3[C@H]2N1Cc1ccccc1Br | 3.8%[76.3 µM]
O=C(NCC1CCCO1)c1cc2c([nH]c3ccccc32)c(-c2cccc(Br)c2)n1 (stereo not drawn) | -13.9%[76.3 µM]

# The list continues:
smiles | GAA glycogen
CCOc1ccc(NC(=O)c2cc3cc(C)ccc3n2C)cc1 | 0.5%[76.3 µM]
O=C(CSc1nnc(-c2cccnc2)o1)Nc1ccccc1Br | 1.6%
CCOC(=O)Cn1c(=O)n(Cc2ccccc2)c(=O)c2cccnc21 | 2.6%
Cc1cc2[nH]c(=O)c(=O)[nH]c2cc1S(=O)(=O)N1CCN(c2ccccc2F)CC1 | 11.0%[76.3 µM]
CCOCCn1c(CN2CCCCC2C)nc2c1c(=O)n(C)c(=O)n2C (stereo not drawn) | 3.5%[76.3 µM]
COc1cc(NC(=O)N2CCC(CN3CCCCCC3)CC2)cc(OC)c1OC | 0.5%[76.3 µM]
COc1ccc(OC)c(NC(=O)c2ccc(NC3=NC4CS(=O)(=O)CC4S3)cc2)c1 (stereo not drawn) | 10.2%[76.3 µM]
N#Cc1c[nH]n2c(NC3CCCC3)c(-c3cccc(Br)c3)nc12 | 6.4%[76.3 µM]
CCOC(=O)c1ccc(NC(=O)CCCc2nc(-c3cc(OC)c(OC)c(OC)c3)no2)cc1 | 12.1%[76.3 µM]
Cc1nn(-c2ccccc2)c2c1C(O)CC(C)(C)C2 (stereo not drawn) | 1.9%
COc1ccc(/C=C/C(=O)Nc2nc(-c3cccs3)ns2)cc1 | 12.6%[76.3 µM]
CCOc1ccc(-c2nonc2NC(=O)c2oc3ccc(Cl)cc3c2C)cc1 | 24.4%[76.3 µM]
CCOCCCNS(=O)(=O)c1cc2[nH]c3c(c2cc1C)C(=O)CC(C)(C)C3 | -2.8%
COc1cc(CN2CCCN(C)CC2)cc([N+](=O)[O-])c1O | 6.0%[76.3 µM]
CC(C)(C)c1nn(-c2ccccc2)c2[nH]c(=O)c(C=O)cc12 | -4.4%[76.3 µM]
CN(C)CCCOC(=O)N1c2ccccc2C=Cc2ccccc21 | -6.0%
O=C(CCCc1nc(-c2ccc(Cl)cc2)no1)NC1CCCCC1 | 15.3%
CC1=C(C(=O)Nc2cccnc2)C(c2ccccc2)n2nc(-c3ccc(O)cc3)nc2N1 (stereo not drawn) | -25.6%[76.3 µM]
Cn1c(SCC(=O)Nc2ccc3c(c2)OCCO3)nnc1C1CC1 | 0.7%
Cc1cc(C)c(Cn2c(C3CC(=O)N(c4ccc(F)cc4)C3)nc3ccccc32)c(C)c1 (stereo not drawn) | -5.9%[76.3 µM]
NC(=O)c1ccccc1NC(=O)CC12CC3CC(CC(C3)C1)C2 | -12.6%[76.3 µM]
Cc1ccccc1-n1nc2c(c1NC(=O)c1ccco1)CS(=O)(=O)C2 | -3.1%[76.3 µM]
CCOC(=O)C1CCCN(C(=O)c2ccccc2NC(=O)C2=C(C)OCCS2)C1 (stereo not drawn) | -2.4%[76.3 µM]
CCc1ccc(S(=O)(=O)N2CCN(c3ccccc3OC)CC2)cc1 | 12.1%[76.3 µM]
Cc1cc(C)c2oc(C(=O)Nc3c(C(=O)Nc4ccccc4)oc4ccccc34)cc(=O)c2c1 | 1.4%[76.3 µM]

# This is a subset; the hit share may differ from the screen's.
